Screening results as filed in PubChem BioAssay.
FEN1 inhibitor – human FEN1 inhibition; P39748; Potency, µM (series often up to 114 µM), without a hit: top-dose activity change, negative = inhibition, actives largely listed as inhibitors; actives 0.35% (n = 390,000); Recombinant FEN1 flap cleavage, fluorescence, 15 min; also: nearly all actives have a fitted effect of over 65% in size
Target sequence (P39748 whole entry, looked up): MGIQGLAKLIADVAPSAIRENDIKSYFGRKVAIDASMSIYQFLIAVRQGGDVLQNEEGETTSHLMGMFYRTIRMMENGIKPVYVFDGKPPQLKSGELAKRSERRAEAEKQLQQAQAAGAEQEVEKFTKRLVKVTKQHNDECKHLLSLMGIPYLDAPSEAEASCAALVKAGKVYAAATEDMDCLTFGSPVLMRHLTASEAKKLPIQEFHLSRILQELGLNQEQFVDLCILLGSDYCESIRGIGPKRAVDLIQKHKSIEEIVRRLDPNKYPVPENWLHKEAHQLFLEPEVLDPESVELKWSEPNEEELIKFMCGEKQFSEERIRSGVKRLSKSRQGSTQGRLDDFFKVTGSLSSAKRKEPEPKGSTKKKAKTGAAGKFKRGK
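Quantitative HTS format: each compound was titrated, incubated with 10 nM nuclease for 15 min at room temperature, then challenged with flap substrate at 50 nM final. Signal change over 15 min gave concentration–effect curves.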
N370S GC – inhibitors or activators of N370S glucocerebrosidase for Gaucher disease. P04062. Potency, µM (titrated, usually from 59.4 µM), for the others: at the top dose activity change, negative = inhibition, hits mostly inhibitors. N370S GC spleen homogenate, 4MU-glucoside fluorescence. actives 0.092% (n = 330,000);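 also: 0% = full enzyme activity and -100% = no enzyme basal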
TDP1 inh – blocks human tyrosyl-DNA phosphodiesterase 1. Potency, µM (top dose mostly 130 µM), inactives show top-dose activity change, negative = inhibition, actives largely listed as inhibitors. actives 0.28% (n = 350,000). recombinant TDP1, AlphaScreen DNA substrate cleavage. AID 485290. Q9NUW8; also: nearly all actives have a fitted effect of over 40% in size
Target sequence (Q9NUW8 whole entry, looked up): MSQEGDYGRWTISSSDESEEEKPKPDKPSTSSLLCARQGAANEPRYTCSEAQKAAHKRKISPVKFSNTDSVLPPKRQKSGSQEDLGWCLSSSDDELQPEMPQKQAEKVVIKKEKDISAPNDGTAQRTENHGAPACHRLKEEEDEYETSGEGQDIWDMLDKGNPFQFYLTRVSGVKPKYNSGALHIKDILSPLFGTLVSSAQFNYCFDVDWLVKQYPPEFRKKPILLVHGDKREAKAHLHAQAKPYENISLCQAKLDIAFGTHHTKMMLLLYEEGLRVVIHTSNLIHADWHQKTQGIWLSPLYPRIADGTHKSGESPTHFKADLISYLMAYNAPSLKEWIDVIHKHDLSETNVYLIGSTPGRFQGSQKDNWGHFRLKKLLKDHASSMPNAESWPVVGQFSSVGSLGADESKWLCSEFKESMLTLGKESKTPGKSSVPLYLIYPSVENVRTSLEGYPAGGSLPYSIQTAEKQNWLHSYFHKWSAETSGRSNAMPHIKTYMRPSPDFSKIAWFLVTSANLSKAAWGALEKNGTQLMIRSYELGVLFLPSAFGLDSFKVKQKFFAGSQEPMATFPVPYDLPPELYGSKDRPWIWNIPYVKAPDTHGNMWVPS
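Tdp1 1 nM final; 15 min RT w/ cpd; substrate 15 nM, 5 min; beads 10 ug/ml, 10 min; AlphaScreen read. Neg ctrl: no enzyme.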
The depositor's hits bear a star; ? = inconclusive; nt = not tested or not shown; [ ] = another dose, or the depositor's remark. Calls follow the shape of the dose curve; as a rule, active = well fitted curve in the direction sought with a large enough effect; inconclusive = small, poorly fitted or top-dose-only effect, or another doubt; inactive = no such curve, though single readings can be large; an effect the other way counts as inactive or inconclusive. Unless noted, % is scaled to controls: 0 for no effect and ±100 for the full control effect; potency is read from the fitted curve at half-maximal effect. No enrichment for hits. About 0.53% of those tested had a hit in this group.

N370S GC | FEN1 inhibitor | TDP1 inh | mol
10% | -1% | 0% | O=C(OCC(=O)N(Cc1ccccc1)C1CCS(=O)(=O)C1)c1cc2c(s1)CCCC2 (stereo not given)
-3% | 7% | 6% | Cc1[nH]c(C)c(S(=O)(=O)N2CCN(c3ccccc3F)CC2)c1C(=O)N1CCCC1
1% | -6% | 3% | COc1ccc(C(=O)NNC(=S)NC(=O)c2ccccc2[N+](=O)[O-])cc1
nt | -7% | 0% | Cc1ncc(CO)c2c1Oc1nc(-c3ccccc3Cl)nc(SCc3ccccc3F)c1C2
nt | 11% | -6% | COc1ccc(CNC(=O)c2c(O)nc3cc(C)ccn3c2=O)cc1
nt | 24% | 3% | Cc1nc(-c2ccccc2)sc1-c1ccc(SCC(=O)Nc2ccc(F)cc2F)nn1
0% | -1% | 9% | CCOC(=O)N1CCN(C(=O)C(NC(=O)c2ccc(CC)cc2)C(C)C)CC1 (stereo not given)
7% | 0% | 4% | CN1CCN(C(=O)C2=C[C@@H](C(C)(C)C)C[C@@H](OCc3ccc(CO)cc3)O2)CC1
-13% | -6% | 5% | CCN(CC)S(=O)(=O)c1cccc(C(=O)NCc2ccccc2)c1
nt | -7% | 0% | CCCCNC(=O)c1nn(-c2ccc(CC)cc2)nc1CO
-12% | -4% | 3% | CCCC(=O)Nc1nc2ccc(S(=O)(=O)N3CCCCC3)cc2s1
2% | -15% | nt | O=C(O)c1ccc(OCc2cn3ccccc3n2)cc1
23% | 5% | 1% | Cc1nn(C)c(C)c1S(=O)(=O)N1CCCC(C(=O)NCC2COc3ccccc3O2)C1 (stereo not given)
-1% | -4% | nt | COc1ccc(C2Nc3ccccc3NC3=C2C(=O)CC(C)(C)C3)cc1O (stereo not given)
0% | 7% | 20µM* | O=C(O)c1ccc2[nH]c3c(c2c1)CSCC3
nt | -7% | 0%[56.1 µM] | CCOC(=O)c1c(C)[nH]c(C(=O)CN(C)CC(=O)Nc2ccccc2C(F)(F)F)c1C
-8% | 4% | 6% | Cc1c(OC(C)C(=O)NCCCN2CCOCC2)ccc2c3c(c(=O)oc12)CCCC3 (stereo not given)
1% | 39%[activator] | -1% | Cc1ccc(NC(=O)CSC(C)C(=O)NCCc2ccccn2)cc1 (stereo not given)
nt | -4% | 0% | COc1ccc(Cl)cc1C(=O)NCc1nnnn1-c1ccccc1
nt | -1% | 5% | COc1ccc(C)cc1NC(=O)CN(C)S(=O)(=O)c1ccc2[nH]c(=O)oc2c1
20% | -22% | 7% | CCOc1ccc(N(CC(=O)N/N=C/c2ccccn2)S(=O)(=O)c2ccc(Cl)cc2)cc1
1% | 10% | 2% | Cc1cc(C(=O)NC2CCCc3c2cnn3-c2ccccc2F)nc(C)n1 (stereo not given)
-18% | 7% | 4% | O=C(CN1CCCCC1)N1c2ccccc2Oc2ccccc21
nt | 2% | 1% | COc1ccc(C(=O)OCc2ccc(C)cc2)cc1S(=O)(=O)N1CCOCC1
-1% | -1% | nt | Cc1nc2c(-c3ccccc3)c(C)nn2c(SCC(N)=O)c1Cc1ccccc1
4% | 2% | 2% | COC(=O)c1cc(Cl)nc2ccccc12
-6% | 17% | nt | Cc1cc(C)cc(OCCNC(=O)c2ccc(Br)cc2)c1
-24% | 1% | 3% | CCOc1ccc(CN2CCC(C(=O)Nc3cccc(-c4ccn[nH]4)c3)CC2)cc1Cl
1% | 1% | 3% | CN(C)CCNC(=O)c1scc2c1CCCC2
-23% | -1% | 4% | N=c1n(Cc2ccc(Cl)cc2)c2ccccc2n1CC(O)COc1ccccc1 (stereo not given)
-12% | -2% | 4% | O=C1OCc2ccc(NC(=O)c3c(F)cccc3Cl)cc21
-5% | -2% | nt | Cn1cccc1CNCC(O)c1ccccc1 (stereo not given)
1% | -11% | 1% | Cc1nnc(NC(=O)CSc2ccc([N+](=O)[O-])cn2)s1
-1% | 4% | -2% | O=c1c2ccccc2nc(-c2ccccc2)n1/N=C/c1ccc([N+](=O)[O-])cc1
-14% | -7% | 2% | COC(CNC(=O)c1cc(-c2ccncc2)nc2ccc(S(=O)(=O)N3CCOCC3)cc12)OC
24% | 15% | 3% | FC(F)(F)c1cc(-c2cccs2)n[nH]1
4% | 16% | 6% | Nc1nnc(SCc2ccc([N+](=O)[O-])cc2)s1
5% | 6% | 2% | CCOC(=O)Nc1cc(C(=O)OC)ccc1C
nt | -1% | 8% | Cc1ccc2c(c1)-c1onc(C(=O)N(C)c3cccc(C(F)(F)F)c3)c1CO2
1% | -3% | 5% | COC(=O)c1ccc2c(c1)NC(=O)C(N1CCOCC1)S2 (stereo not given)
5% | -5% | 4% | CC1CCCCC1N=CC1=C(O)CC(C)(C)CC1=O (stereo not given)
nt | 0% | -3% | CC(C)Cn1c(-c2ccccc2Cl)nc2ccccc21
-18% | -4% | 5% | CC1CC(CC(=O)NNc2nc(-c3ccccc3)cs2)C(=O)O1 (stereo not given)
2% | 2% | -11% | C=CCn1cnc2c(nnn2-c2cc(C)cc(C)c2)c1=O
nt | 11% | 4% | CCCOc1cccc(C(=O)N(Cc2sccc2C)C2CCS(=O)(=O)C2)c1 (stereo not given)
-4% | -2% | -2% | CC1CCN(CCOCCOc2ccc(Br)cc2Cl)CC1
7% | -16% | 1% | COc1cc(OC)c(OC)cc1/C=C/c1cc(C(=O)O)c2ccccc2n1
? | -15% | -3% | CCc1ccc(C(CNc2nc(C(F)(F)F)nc3ccccc23)N(C)C)cc1 (stereo not given)
3% | -8% | nt | Cc1cccc(Nc2ncnc3onc(-c4ccc(F)cc4)c23)c1C
-1% | 15% | -8% | Cc1cc(NC(=O)CSc2nnc(C3CC3)n2N)c([N+](=O)[O-])cc1C
-4% | 4% | -3% | O=C(NCC1CCCO1)C1CCN(S(=O)(=O)c2cccc3cccnc23)CC1 (stereo not given)
-4% | -33% | nt | COc1ccc(Cl)cc1C(=O)Nc1cccc(-c2ccc3nncn3n2)c1
3% | nt | -8%[56.1 µM] | NC(=O)NCCC[C@H](N)C(=O)O
-7% | -10% | 1% | CC(=O)c1cc2c(O)c(O)ccc2o1
1% | 8% | 0% | COc1c2ccoc2c(OCC=C(C)C)c2oc(=O)ccc12
0% | -2% | 4% | Cc1ccc(-c2nnc(N(C)C(=O)c3ccncc3)s2)cn1
nt | 0% | 1% | Cc1cc(C)n(-c2ccc(C(=O)OCC(=O)Nc3ccccc3F)cc2)n1
nt | -3% | 4% | COc1cccc(CCNC(=O)c2c(O)nc3cc(C)ccn3c2=O)c1
-5% | 0% | nt | CCCCn1c(N)c(N(CCOC)C(=O)COC(=O)CSc2cc(C)c3ccccc3n2)c(=O)[nH]c1=O
8% | -15% | 5% | O=C(COc1cccnc1[N+](=O)[O-])N1N=C(c2ccc(Cl)cc2)CC1c1ccco1 (stereo not given)

Additional results follow:
N370S GC | FEN1 inhibitor | TDP1 inh | mol
3% | -3% | 3% | COc1ccc(C2C(C)C3(O)CC(C#N)(C(=O)N3)C2(C#N)C#N)cc1 (stereo not given)
22% | 2% | 0% | CCCCn1nnc(NC(=O)CCC)n1
11% | 0% | 3% | Cc1cc(=O)n(C)c(=O)n1CC(=O)N1CCCCCC1
9% | 8% | 4% | Cc1cc(=O)[nH]c(SCCOc2cccc(C(F)(F)F)c2)n1
-19% | -19% | 1% | Cc1ccc(NS(=O)(=O)c2ccc(-n3cccn3)cc2)cc1F
? | 2% | 1% | O=C(COc1ccccc1Cl)NCc1ccncc1
-22% | -2% | nt | Cc1ccc(N2CCN(C(=O)NC3CCCCC3)CC2)c(C)c1
-8% | 0% | nt | COc1ccccc1N1C(=O)c2ccc(C(=O)Nc3ccccc3O)cc2C1=O
-10% | -8% | 5% | C=CCn1c(SCc2csc(-c3ccc(C)cc3)n2)nnc1-c1ccccc1OC
3% | -3% | 15% | O=C(CCN1C(=O)/C(=C/c2ccccc2Cl)SC1=S)N1CCCC1
nt | -23% | -1% | Cc1cc(C)cc(Oc2nc3c(C)cccn3c(=O)c2/C=C(\C#N)c2nc3ccccc3s2)c1
1% | nt | 4% | COc1cc(C2c3c(oc4ccc(C)cc4c3=O)C(=O)N2c2cc(C)ccn2)cc(OC)c1OC (stereo not given)

Some of these compounds in order of length of the SMILES, largest number first:
N370S GC | FEN1 inhibitor | TDP1 inh | mol
3% | -3% | 15% | O=C(CCN1C(=O)/C(=C/c2ccccc2Cl)SC1=S)N1CCCC1
9% | 8% | 4% | Cc1cc(=O)[nH]c(SCCOc2cccc(C(F)(F)F)c2)n1
22% | 2% | 0% | CCCCn1nnc(NC(=O)CCC)n1

Additional records follow.
N370S GC | FEN1 inhibitor | TDP1 inh | mol
1% | 44%[activator] | 5% | O=[N+]([O-])c1ccccc1SNc1ccc(Br)cn1
-2% | 7% | 6% | CC1CCCCN1S(=O)(=O)c1cccc2nonc12 (stereo not given)
nt | -8% | -5% | CN1C(=O)C(C)(C)c2cc(S(=O)(=O)NCc3ccc(C(=O)Nc4ccc(Cl)cc4)cc3)ccc21
? | -4% | nt | CC(C)OCCCNC(=O)c1cc(-c2cccs2)nc2ccccc12
23% | -11% | 1% | CCOC(=O)c1cnc2ccc(OCC)cc2c1N(C)Cc1ccccc1
nt | -1% | 6% | COc1cccc(CNC(=O)Cc2ccc(NC(=O)N3CCSc4ncccc43)cc2)c1OC
nt | -4% | 0% | CCc1ccc(-n2c(N3CCN(c4cccc(C)c4C)CC3)nc3ccccc3c2=O)cc1
1% | -8% | 0% | CCOC(=O)N1CCN(C(=O)c2ccc(Cl)nc2)CC1
8% | -11% | -1% | CC1CCN(CCC(=O)NN)CC1
-4% | -4% | 1% | CCCCN(CC(=O)NC(C)(C)C)C(=O)C(=O)Nc1ccc2c(c1)OCCO2
nt | 16% | -3% | Cc1ccc(-c2cc(C(F)(F)F)c(C#N)c(SCC(=O)Nc3ccccc3F)n2)cc1
-18% | -3% | 1% | O=C(O)/C=C/c1cccnc1

For reference, 13 of the compounds above:
N370S GC | FEN1 inhibitor | TDP1 inh | mol
1% | nt | 4% | COc1cc(C2c3c(oc4ccc(C)cc4c3=O)C(=O)N2c2cc(C)ccn2)cc(OC)c1OC (stereo not given)
1% | 44%[activator] | 5% | O=[N+]([O-])c1ccccc1SNc1ccc(Br)cn1
-2% | 7% | 6% | CC1CCCCN1S(=O)(=O)c1cccc2nonc12 (stereo not given)
nt | -8% | -5% | CN1C(=O)C(C)(C)c2cc(S(=O)(=O)NCc3ccc(C(=O)Nc4ccc(Cl)cc4)cc3)ccc21
? | -4% | nt | CC(C)OCCCNC(=O)c1cc(-c2cccs2)nc2ccccc12
23% | -11% | 1% | CCOC(=O)c1cnc2ccc(OCC)cc2c1N(C)Cc1ccccc1
nt | -1% | 6% | COc1cccc(CNC(=O)Cc2ccc(NC(=O)N3CCSc4ncccc43)cc2)c1OC
nt | -4% | 0% | CCc1ccc(-n2c(N3CCN(c4cccc(C)c4C)CC3)nc3ccccc3c2=O)cc1
1% | -8% | 0% | CCOC(=O)N1CCN(C(=O)c2ccc(Cl)nc2)CC1
8% | -11% | -1% | CC1CCN(CCC(=O)NN)CC1
-4% | -4% | 1% | CCCCN(CC(=O)NC(C)(C)C)C(=O)C(=O)Nc1ccc2c(c1)OCCO2
nt | 16% | -3% | Cc1ccc(-c2cc(C(F)(F)F)c(C#N)c(SCC(=O)Nc3ccccc3F)n2)cc1
-18% | -3% | 1% | O=C(O)/C=C/c1cccnc1

Next part
N370S GC | FEN1 inhibitor | TDP1 inh | mol
-8% | -13% | 6% | NC(=O)/C=C\c1cn(-c2ccccc2)nc1-c1ccc2c(c1)OCCO2
-11% | -23% | 4% | COc1cc(S(=O)(=O)N2CCN(c3ccccc3)CC2)ccc1Cl
14% | 22% | 0% | CCn1cc(C2=NCCO2)c2ccccc21
-6% | -13% | 0% | COc1ccc(C(C(=O)Nc2ccc(C(C)C)cc2)N(C)C(=O)CNC(C)=O)cc1 (stereo not given)
-1% | 9% | 2% | CCCC[C@@H]1CN=C(N)N1CCc1cc(C(F)(F)F)cc(C(F)(F)F)c1
5% | 7% | 0% | CC(C)(C)N1CC2([N+](=O)[O-])CN(C(C)(C)C)CC([N+](=O)[O-])(C1)C2
6% | 2% | 2% | Cc1cc(-c2cc(C(=O)NC3CCCC3)on2)nc(NCC2CC2)n1
? | 1% | nt | CC(=O)c1cnc2c(C(=O)O)cnn2c1C
11% | 0% | 6% | CCn1c(Cc2ccccc2)nnc1SCC(=O)Nc1ccc2c(c1)OCCO2
15% | 13% | -1% | Cc1nc2c(-c3ccc(F)cc3)c(C)nn2c(C)c1CCC(=O)N1CCN(c2ccccn2)CC1
8% | 25% | nt | Cc1nc(N2CCN(c3ccccc3F)CC2)[nH]c(=O)c1C
-12% | nt | -1% | CC1OC(OC2C(OC3C(O[C@H]4CC[C@]5(C)C6C=C[C@]78OC[C@@]9(CC[C@@H](C)[C@H](C)C97)[C@H](O)C[C@@]8(C)[C@]6(C)CC[C@H]5C4(C)C)OC(C)C(O)C3O)OC(CO)C(O)C2O)C(O)C(O)C1O (stereo not given in full)
2% | 5% | 4% | CN1CCN(CC(=O)Nc2cc(S(=O)(=O)N3CCOCC3)ccc2Cl)CC1
-1% | -3% | 8% | CC(=O)Nc1cccc(NC(=O)CSc2nnc(Cc3cccn3C)n2-c2ccc(F)cc2)c1
